High-throughput results (PubChem)
aSyn tox rescue: rescues yeast growth from alpha-synuclein toxicity; S. cerevisiae alpha-synuclein toxicity rescue, BacTiter-Glo growth, 24 h; Potency, µM (titrated, usually from 46.1 µM), inactives show at the top dose growth rescue (activation), hits mostly activators; actives 0.02% (n = 94,000); active = well fitted activation curve with a large enough effect; inconclusive = small, poorly fitted or top-dose-only effect; note: 0% is about no effect
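Growth restoration measured by BacTiter-Glo luminescence after 24 hr at 30 deg C; alpha-synuclein yeast, raffinose-pregrown to mid-log, were added at OD600=0.02 in galactose medium onto pinned compounds.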
Starred values were filed as active, the others as inactive; ? = inconclusive; & = joins results of further samples; [ ] = dose if it differs, or a comment. Potency is the fitted concentration of half-maximal effect. These rows are one share of the data (hit frequency here may not be typical).

SMILES	aSyn tox rescue
COCCCNC(=O)c1nn(-c2ccc(C)cc2)c(=O)n(C)c1=O	-9.6%
COc1ccc(-n2nnc(-c3nsc(NC(=O)c4ccc(C)c(C)c4)n3)c2C)cc1Cl	-2.1%
Nn1c(SCc2cc([N+](=O)[O-])cc3c2OCOC3)nnc1-c1ccccn1	8.3%
Cc1ccccc1S(=O)(=O)Cc1ccc(C(=O)NC(C)c2ccc3c(c2)OCCO3)o1 (configuration not stated)	-4.4%
Cc1cc(NC(=O)C(C)Sc2nc(-c3ccccc3)cc(=O)[nH]2)no1 (configuration not stated)	-2.1%
O=C(NCCn1ccc2ccccc21)C1CCCCC1	-5.3%
CCc1ccc(-c2nc3cc(NC(=O)c4ccc(F)cc4)ccc3o2)cc1	-9.8%
O=C(NCc1cccnc1)C1CCN(Cc2cc3ccccc3n2Cc2cccc(Cl)c2)CC1	2.4%
Cc1ccc(NC(=O)C(Cc2ccccc2)n2cccc2)cc1 (configuration not stated)	-4.9%&-2.7%
Cc1ccc(-n2ncc(C(=O)N3CCN(Cc4ccccc4)CC3)c2C2CCN(C(=O)OC(C)(C)C)CC2)cc1	-3.5%
CCN(CC)c1ccc(C=C2C(=O)OC(C)(C(C)(C)C)OC2=O)cc1 (configuration not stated)	7.2%
O=C(CCSCc1cccc(Cl)c1)NCc1ccc(F)cc1Cl	28.2µM*
COc1ccc([C@H]2C[C@H](O)[C@@H](n3cc(C4CC4)nn3)CN2C(=O)c2cccs2)cc1	2.0%
O=C1N=C(N2CCCC2C(=O)O)S/C1=C\c1ccco1 (configuration not stated)	-6.3%
Cc1ccc(OCCCCn2nnc3sc4c(c3c2=O)CCCC4)cc1	6.7%
Cc1cccc(C(CC(=O)O)NC(=O)C(F)(F)F)c1 (configuration not stated)	1.6%
N#CCn1c(CN2CCCC2)nc2ccccc2c1=O	0.7%
C=CCOc1ccccc1CNCc1ccc(F)cc1	-2.8%
Cc1ccc(-n2nc(C(=O)NCc3ccc(F)cc3Cl)c3c4ccccc4n(C)c3c2=O)cc1	-10.3%
CCN(c1ccccc1)S(=O)(=O)c1ccc(NC(=O)c2ccco2)cc1	14.0%
O=C1c2ccccc2CCC12OC2c1ccc([N+](=O)[O-])cc1 (configuration not stated)	8.7%
CCOC(=O)c1c(-c2ccccc2)oc2ccc(NS(=O)(=O)c3cc(C)c(C)cc3C)cc12	-0.2%
Cc1cccc(NC(=O)C(NS(=O)(=O)c2ccc3c(c2)oc(=O)n3C)C(C)C)c1 (configuration not stated)	-2.5%
CC(C)OCCCNC(=O)c1ccc(C2SCC(=O)N2Cc2ccco2)cc1 (configuration not stated)	0.3%
CCOc1ccc(Nc2nn(-c3ccc(OC(F)(F)F)cc3)nc2C(C)=O)cc1	-17.7%
CCC(Oc1ccccc1)C(=O)Nc1ccc(O)c(-c2nc3cc(C)ccc3o2)c1 (configuration not stated)	-5.6%
CCOc1ccc(CCNC(=O)CCC(=O)N2CCSc3ccccc32)cc1OCC	12.2%
Cc1c(-c2nsc(NC(=O)c3cccs3)n2)nnn1-c1ccc(Br)cc1	-7.6%
CC(Nc1nc(-c2ccccc2F)nc2ccccc12)c1ccccc1 (configuration not stated)	-2.1%
Cc1ccc(CNC(=O)CCc2c(C)nn(-c3ccc(N4CCOCC4)nn3)c2C)cc1	-15.9%
CCn1c(=O)n(-c2ccc3c(c2)OCO3)c2nc(-c3cccc(OC)c3OC)nc(C(N)=O)c21	0.9%
CC1=Nc2cc(C(=O)NC3CCCC3)ccc2Sc2ccc(Br)cc21	-10.3%
CCc1ccccc1NC(=O)Cn1ccn(-c2cc(C)cc(C)c2)c(=O)c1=O	4.6%
CCOc1ccc(N(C(=O)c2ccccc2F)S(=O)(=O)c2ccc3c(c2)n(C)c(=O)n3C)cc1	0.1%
Cc1ccc2cccc(NC(=O)c3ccc(-c4ccc(Br)cc4)o3)c2n1	-1.3%
Cc1[nH]c2ccccc2c1C(=O)C(=O)NCc1ccncc1	0.8%
Cc1sc(NC(=O)c2ccc(=O)n(C)n2)nc1-c1ccccc1	13.2%
COc1ccc(C)cc1N(CC(=O)Nc1cccnc1)S(=O)(=O)c1ccccc1	7.2%
COc1cc(NC(=O)N2CCC(CN3CCOCC3)CC2)cc(OC)c1OC	-4.6%
COc1cccc(NC(=O)C(=O)NCC(c2cccnc2)N2CCN(c3ccccc3)CC2)c1 (configuration not stated)	0.3%
CCOc1ccc(NC(=O)Nc2ccc(Cc3ccncc3)cc2)cc1	-4.0%
COc1ccc(-c2noc(CSc3nnc(C)n3-c3ccc(OC)cc3)n2)cc1	2.0%
CC(=O)OCC1=C(C(=O)O)N2C(=O)C(NC(=O)CCn3nc(C(F)(F)F)c(Br)c3C3CC3)C2SC1 (configuration not stated)	-14.4%
O=C(Nc1ccc2[nH]c(=O)[nH]c2c1)c1cc(F)c(F)cc1Cl	-13.0%
COc1ccc(NC(=O)CSc2nc(C)cc(C)c2C(=O)Nc2ccccc2OC)cc1	9.0%
O=C(c1cnc2n(c1=O)CCS2)N1CCN(c2ccc([N+](=O)[O-])cc2)CC1	7.6%
CCC1(c2ccc(F)cc2)NC(=O)N(CC(=O)Nc2cccnc2Cl)C1=O (configuration not stated)	-8.5%
COc1cc(C(=O)N2CCc3c([nH]c4ccccc34)C2c2ccc(C)cc2)cc(OC)c1OC (configuration not stated)	-5.9%

Some values from above.
COc1cc(C(=O)N2CCc3c([nH]c4ccccc34)C2c2ccc(C)cc2)cc(OC)c1OC (configuration not stated) @ aSyn tox rescue = -5.9%
COc1cccc(NC(=O)C(=O)NCC(c2cccnc2)N2CCN(c3ccccc3)CC2)c1 (configuration not stated) @ aSyn tox rescue = 0.3%

Next structures:
SMILES	aSyn tox rescue
CCCOc1ccc(CNC(=O)c2ccc3c(c2)N(CC)CCS3)cc1	-4.7%
COc1cc(C2c3c(-c4ccccc4O)n[nH]c3C(=O)N2CCO)ccc1OCc1ccccc1 (configuration not stated)	-2.5%
Cc1cc(C)c(NC(=O)CN2C(=O)c3cccnc3Oc3ccc(C)cc32)c(C)c1	-13.9%
COc1ccc(OC)c(/C=C2\Oc3cc(OCC(=O)N4CCC(C(=O)O)CC4)ccc3C2=O)c1	3.1%
CSc1cccc(NC(=O)Cn2c(=O)n(Cc3ccccc3)c(=O)c3sc4ccccc4c32)c1	4.9%
COC(=O)c1ccc2c(c1)N(Cc1ccc(F)cc1)C(=O)c1ccccc1S2	18.6%
COc1ccc(NC(=O)Cc2ccsc2)c(OC)c1	4.6%
CCCCNC(=O)N1CCN(S(C)(=O)=O)CC1	3.3%
CC(=O)c1nn(-c2cccc(C)c2)cc1C(=O)c1cccc(Br)c1	0.9%
O=C1CC(c2nc(-c3ccc(Cl)cc3)no2)CN1c1ccc2c(c1)OCCO2 (configuration not stated)	-1.4%
Cc1[nH]c2ccc(C(=O)NCC(C)(C)N3CCOCC3)cc2c1C	-2.9%
COc1cc(-c2nc3nc[nH]n3c2Nc2ccc(C(C)C)cc2)ccc1O	-67.8%[inhibitor]
COCCn1c(SCC(=O)Nc2ccc3[nH]c(=O)[nH]c3c2)nc2ccccc2c1=O	-3.5%
COc1ccc(C2CC(c3cccs3)Nc3nnnn32)cc1 (configuration not stated)	-3.5%
O=C(NCCc1ccc(Cl)cc1)c1cccn1-c1nnc(N2CCCC2)s1	-35.9%[inhibitor]
Cc1ccc(-c2nc(N3CCCC(C)C3)c3ccccc3n2)cc1 (configuration not stated)	-14.8%
CC1(C)CCC[C@@]2(C)CC=C(C(=O)O)[C@@H]3C[C@]312	-2.3%
O=C(COc1ccccc1Cl)N1CCNC1=O	-5.9%
COc1cc2ccccc2cc1C(=O)Nc1ccc2oc(-c3ccc(F)cc3)nc2c1	-10.7%
CCCn1c(=O)c2c(nc3n2CCN3c2ccc(C)cc2)n(C)c1=O	2.9%
COc1ccc(NC(=O)CCCc2nnc3n(CCC(C)C)c(=O)c4sccc4n23)cc1Cl	-6.8%
O=C(Cc1ccccc1)Nc1sc2c(c1C(=O)Nc1ccccc1)CCCCC2	-36.9%[inhibitor]
CCOC(=O)C(=O)N/N=C/c1cccc(Br)c1	14.5%
COc1ccc(Nc2cc(C(=O)NCc3ccco3)c3ccccc3n2)c(OC)c1	-12.8%
O=S(=O)(c1ccc(Oc2ccc(Cl)cc2)nc1)N1CCOCC1	-3.7%
COc1cc(C2N=C(N)Nc3nc4ccccc4n32)ccc1OCCC(C)C (configuration not stated)	-5.2%
Cc1cccn2c(=O)c(C(=O)NC3CCCCC3C)c(O)nc12 (configuration not stated)	-12.3%
COc1ccc(C(=O)NCC(C)NC(=O)c2ccc(OC)c(Br)c2)cc1Br (configuration not stated)	7.3%
CCc1ccc(NC(=O)CN2CCN(C3CCCCC3)C(=O)C2=O)cc1	-6.3%
Cc1ccc(C2Nc3ccccc3C(=O)N2CCN2CCNC2=O)cc1 (configuration not stated)	8.3%
CCOC(=O)C1(Cc2cccc(F)c2)CCN(Cc2cnc(C)s2)CC1	3.7%
Cc1ccc(S(=O)(=O)C(CNC(=O)C(=O)NCCc2ccccc2)c2cccs2)cc1 (configuration not stated)	0.0%
COc1ccc(N(C)C(=O)c2oc(=O)c3ccccc3c2-c2ccc(C)cc2)c(OC)c1	?
COc1ccc(OC)c(CCNC(=O)c2ccc(CS(=O)Cc3cccc(Cl)c3)o2)c1 (configuration not stated)	3.2%
Cc1ccc(CSCC(=O)N(C)CC(=O)Nc2cccc(F)c2)cc1	13.3%
O=c1oc2ccccc2c(O)c1Cc1cc(Cl)c2cccnc2c1O	-28.7%
CCOC(=O)COc1ccc(CC)cc1C(=O)c1ccn2nc(-c3ccc(C)cc3)cc2n1	3.9%
CCc1ccc2oc(-c3ccc(C)c(NC(=O)c4ccc(C#N)cc4F)c3)nc2c1	5.9%
COc1cccc(C=Cc2nccc3ccccc23)c1OC	-6.5%
Cc1cccc(N2CCN(S(=O)(=O)c3c(C)nc4scc(C)n4c3=O)CC2)c1C	-58.2%[inhibitor]
O=C(O)CC(NC(=O)c1ccc2c(c1)OCO2)c1cccc([N+](=O)[O-])c1 (configuration not stated)	22.5%
O=C(Cn1cnc(S(=O)(=O)N2CCCC2)c1)Nc1ccc(OC(F)(F)F)cc1	-2.3%
CCCCN(C(=O)COC(=O)CSc1ccc([N+](=O)[O-])cc1)c1c(N)n(CCC)c(=O)[nH]c1=O	-0.7%
CCC(C)NC(=O)C1CCN(S(=O)(=O)c2ccc3c(c2)CCCN3C(C)=O)CC1 (configuration not stated)	6.3%
CCOC(=O)c1c(S(=O)(=O)N2CCC(C(=O)N3CCN(c4cc(C)ccc4C)CC3)CC2)c(C)n(C)c1C	-8.4%
Cc1ccc(OCCCn2c(-c3ccc(Cl)cc3)nc3ccccc3c2=O)cc1C	-5.5%
Cc1ccc(C)c(CN2CCC(CNC(=O)c3cc4ccc5cccnc5c4[nH]3)CC2)c1	-9.5%
Cc1ccc(/C=C/c2ccc3cccc(O)c3n2)s1	4.1%
O=S(=O)(Nc1ccccc1Br)c1cccs1	5.5%
CCOC(=O)CNc1ncnc2c1nnn2C	-11.1%
CCc1ccccc1NC(=O)CSc1nc2c(c(=O)[nH]1)CN(Cc1ccccc1OC)CC2	2.2%
Cc1ccc(NC(=O)CSc2nnc3nc(C)cc(C)n23)cc1	2.2%
Cc1ccc(NC2CCCN(C(=O)c3nonc3C)C2)cc1C (configuration not stated)	-2.7%
C/C(=N\NC(=O)c1nnn(-c2nonc2N)c1CSc1ccc(C)cc1)c1cccnc1	-4.9%
Cc1ccccc1NC(=O)C1CCCN(C(=O)Nc2ccc(F)cc2)C1 (configuration not stated)	5.8%
CCc1nnc2n1N(C(C)=O)C(c1ccc(C(C)(C)C)cc1)=C(C(C)=O)S2	8.0%
CCN(CC)S(=O)(=O)c1ccc(N2CCCCS2(=O)=O)cc1	5.3%
Cc1ccc(N2CC(C(=O)Nc3cccnc3)CC2=O)cc1C (configuration not stated)	-5.9%
C=CCN(c1ccccc1)S(=O)(=O)c1cccc(C(=O)Nc2ncccc2C)c1	0.7%
COc1ccccc1CNC(=O)CN(C)S(=O)(=O)c1cccc2cccnc12	3.2%
Further results follow.
SMILES	aSyn tox rescue
O=C1CS(=O)(=O)C2(C(=O)N(Cc3ccccc3)c3ccccc32)N1c1ccc(F)c(Cl)c1 (configuration not stated)	2.9%
Nc1nonc1-c1nc2ccccc2n1Cc1ccc(F)cc1Cl	2.5%
Cc1ccc(C(=O)O)cc1NC(=O)c1nsc2ccccc12	28.1%
Nc1nc(SC23CC4CC(CC(C4)C2)C3)ns1	-45.7%[inhibitor]
COCCCNC(=O)CSc1c2c(nc3ccc(Cl)cc13)CCCC2	6.3%
COc1ccc(NC(=O)CN2CCC(NC(=O)c3ccco3)CC2)c([N+](=O)[O-])c1	-2.3%
COc1cccc(Cn2cnc3c2c(=O)n(C)c(=O)n3C)c1	4.3%

Of the compounds above, these contain bromine:
SMILES	aSyn tox rescue
Cc1c(-c2nsc(NC(=O)c3cccs3)n2)nnn1-c1ccc(Br)cc1	-7.6%
CC1=Nc2cc(C(=O)NC3CCCC3)ccc2Sc2ccc(Br)cc21	-10.3%
Cc1ccc2cccc(NC(=O)c3ccc(-c4ccc(Br)cc4)o3)c2n1	-1.3%
CC(=O)OCC1=C(C(=O)O)N2C(=O)C(NC(=O)CCn3nc(C(F)(F)F)c(Br)c3C3CC3)C2SC1 (configuration not stated)	-14.4%
CC(=O)c1nn(-c2cccc(C)c2)cc1C(=O)c1cccc(Br)c1	0.9%
CCOC(=O)C(=O)N/N=C/c1cccc(Br)c1	14.5%
COc1ccc(C(=O)NCC(C)NC(=O)c2ccc(OC)c(Br)c2)cc1Br (configuration not stated)	7.3%
O=S(=O)(Nc1ccccc1Br)c1cccs1	5.5%
